NTR1 ag – agonists of NTR1, primary screen, imaging, U2OS cells, beta-arrestin-GFP, high content (AID 493036); NTR1-U2OS beta-arrestin-GFP spot imaging, agonist mode; activation, % at 20 µM; hit rate 0.17% among 330,000;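 active means activation at or above 40% of the spot to cytoplasm intensity ratio, with at least 20 cells analyzed; inconclusive means wells under 20 cells, flagged as cytotoxic or low count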;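 further: 0% = DMSO without peptide and 100% = 100 nM NTR1 peptide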
Target sequence (P30989 whole entry, looked up): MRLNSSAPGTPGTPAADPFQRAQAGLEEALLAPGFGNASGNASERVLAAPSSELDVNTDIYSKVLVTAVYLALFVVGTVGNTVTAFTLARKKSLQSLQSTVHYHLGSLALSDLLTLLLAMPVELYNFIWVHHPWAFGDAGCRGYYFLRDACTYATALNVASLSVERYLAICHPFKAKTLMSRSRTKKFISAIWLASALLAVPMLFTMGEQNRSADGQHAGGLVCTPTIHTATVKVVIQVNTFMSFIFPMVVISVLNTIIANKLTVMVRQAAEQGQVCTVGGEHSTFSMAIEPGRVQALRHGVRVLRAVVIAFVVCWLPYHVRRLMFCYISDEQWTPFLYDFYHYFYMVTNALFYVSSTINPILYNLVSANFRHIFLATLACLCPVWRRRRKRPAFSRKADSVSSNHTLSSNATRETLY
NS5 inhibitors – Dengue-2 NS5 methyltransferase inhibitors, primary screen, biochemical, confirmation dose response (AID 588689) | Dengue-2 NS5 methyltransferase capping enzyme assay, biochemical; higher % means a stronger effect | one-dose inhibition, % at 25 µM; IC50 in µM for titrated hits | hit rate 0.3% among 340,000; in the data active means a potency from the dose series; inconclusive means inhibition above about 29% without an active follow-up result
K1F lysis inhibition – protection from phage-mediated lysis, alamar blue read-out – E. coli UTI89, K1F phage, bacterial capsule biogenesis inhibitors (AID 488966). E. coli UTI89 K1F phage lysis, alamar blue, 2 h; higher % means a stronger effect. hit rate 0.02% among 340,000. inhibition, % at 100 µM, or IC50 in µM where a hit was titrated;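 active means phage lysis inhibition, versus mean bacterial control, above a set limit; inconclusive means no clear call, values can overlap the other calls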;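 further: capsule biogenesis inhibitors block K1F phage lysis so surviving cells raise fluorescence; higher fluorescence means more inhibition of phage lysis; actives were called in the ten point dose series up to 300 µM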
GPR55 beta-arrestin – GPR55 agonists via beta-arrestin recruitment, primary screen, imaging, U2OS cells, beta-arrestin-GFP redistribution (AID 1961); U2OS GPR55 beta-arrestin-GFP redistribution imaging; higher % means a stronger effect; one-dose activation, % at 10 µM; EC50 in µM for titrated hits; hit rate 0.048% among 290,000;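 active means activation above 40% with more than 50 cells counted in the well; inconclusive means wells holding fewer than 50 cells, flagged as toxic or sparse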;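 further: U2OS osteosarcoma cells stably expressing GPR55 and beta-arrestin-GFP; plate controls were DMSO negative control for no effect and LPI positive control for full effect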
Siah-1 displacement – Siah-1 peptide-binding antagonists, primary screen, biochemical, fluorescence polarization, rhodamine-plectin, uHTS (AID 1817); Siah-1 / rhodamine-plectin peptide fluorescence polarization; higher % means a stronger effect; one-dose displacement, % at 20 µM; IC50 in µM for titrated hits; hit rate 0.02% among 290,000;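 active means displacement of at least 50% at 20 µM, with a fluorescence ratio check between 0.3 and a set limit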;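 further: plate controls were Siah plus tracer with DMSO for no effect and tracer alone without Siah for full effect; strong numbers were not always called active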
AID2073 – inhibitors of Mint1-CaV2.2 protein interaction, biochemical, HTRF (AID 2073); HTRF protein-protein interaction, Mint1-CaV2.2; higher % means a stronger effect; inhibition, % at 20 µM; hits with a dose series show IC50 in µM; hit rate 0.19% among 290,000; in the data active means inhibition mostly above about 51%, no sharp cut-off; inconclusive means no clear call, values can overlap the other calls; inactive means mostly below about 53%; further: some results filed as inactive read as strong as hits
HIV peptide binding – inhibitors of HIV fusion peptide binding, primary screen, biochemical, uHTS, fluorescence dequenching (AID 1986) | hit rate 0.3% among 290,000 | one-dose inhibition, % at 20 µM; IC50 in µM for titrated hits | cell-free peptide binding, fluorescence dequenching, 30 min; higher % means a stronger effect; in the data active means inhibition mostly above about 52%, no sharp cut-off; inactive means mostly below about 76%; further: some results filed as inactive read as strong as hits
GPR35 antagonists – GPR35 antagonists blocking zaprinast-driven arrestin recruitment, primary screen, imaging, U2OS, beta-arrestin-GFP, zaprinast agonist (AID 2058); U2OS GPR35 beta-arrestin-GFP translocation imaging, zaprinast antagonism; higher % means a stronger effect; inhibition, % at 10 µM, or IC50 in µM where a hit was titrated; hit rate 0.052% among 290,000;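 active means inhibition of at least 50% with at least 30 cells and total cytoplasm GFP at most 10,000,000; inconclusive means under 30 cells or total GFP of 10,000,000 plus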
GPR55 antagonists – inhibition of LPI-stimulated GPR55 beta-arrestin translocation – imaging, U2OS, beta-arrestin-GFP, LPI agonist, primary screen (AID 2013); U2OS GPR55 beta-arrestin-GFP translocation imaging, LPI antagonism; higher % means a stronger effect; hit rate 0.13% among 290,000; one-dose inhibition, % at 10 µM; IC50 in µM for titrated hits;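 active means spots per cell inhibited over 60%, with over 100 cells counted and total cytoplasm intensity under 500,000; inconclusive means wells with under 100 cells, flagged as likely toxic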;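 further: U2OS cells stably carrying GPR55 and arrestin-GFP stimulated by 5 µM LPI near EC80; imaged beta-arrestin-GFP aggregate spots per cell after agonist stimulation; plate controls were LPI-stimulated DMSO wells for no effect and DMSO wells without LPI for full effect; some results filed as inactive read as strong as hits; confirmed hits need IC50 under 10 µM and bright autofluorescent wells are also inconclusive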
NTR1 ag cell count 20 µM – further read-out of NTR1 ag, marked with its call; cell count; measured here: cell count, cytotoxicity flag
NS5 inhibitors pilot replicate – further read-out of NS5 inhibitors, marked with its call; inhibition, %; measured here: pilot screen replicate inhibition
Starred values were filed as active, the others as inactive; u = inconclusive; x = not tested or not shown; & = joins results of further samples; [ ] = another dose, or the depositor's remark.

SMILES	NTR1 ag	NTR1 ag cell count 20 µM	NS5 inhibitors	K1F lysis inhibition	GPR55 beta-arrestin	Siah-1 displacement	AID2073	HIV peptide binding	GPR35 antagonists	GPR55 antagonists	others
O=C(Nc1ccc(NS(=O)(=O)c2ccccc2)cc1)c1cccnc1	0.7	44	3%	0.9%	0.2%	3%	4%	0.9%	11%	4%
Cc1ccsc1/C=N/NC(=O)c1ccc(-n2cccc2)cc1	-1.7	73	-5%	0.1%	-0.1%	0%	48%	1.7%	-3%	3%
COc1ccc(CN=C2NC(=O)CC(C(=O)Nc3cc(C)cc(C)c3)S2)cc1 (stereo unspecified)	-2.4	67	-8%	0.2%	0.5%	-2%	0%	0.4%	2%	-5%
CCCNC(=O)c1cn(CC)c2cc(N3CCN(C(=O)c4ccco4)CC3)c(F)cc2c1=O	3.0	70	-5%	1.4%	0.0%	3%	18%	-0.6%	-3%	-1%
Cc1cnc(C(=O)OCC(=O)Nc2ccc(C)c(S(=O)(=O)N3CCCCCC3)c2)cn1	-1.6	62	-3%	0.1%	-0.2%	0%	19%	-0.5%	-14%	-2%
COc1c(F)c(F)c(C(=O)O)c(Nc2cccc(C)c2)c1F	-0.8	38	x	x	-0.1%	-6%	0%	26%	-14%	4%
N#Cc1c(NC(=O)c2ccc(N3CCOCC3)c([N+](=O)[O-])c2)sc2c1CCCC2	6.6	42	-8%	2.5%[50 µM]	-0.1%	1%	-9%	-1.7%	-7%	2%
COC(=O)c1nnn(-c2ccc(F)c(Cl)c2)c1C(=O)OC	-0.4	91	7%	0.2%	0.2%	-8%	-1%	-0.6%	10%	1%
COc1cc(C2C(C(=O)c3sc(C)nc3C)=C(O)C(=O)N2CCN(C)C)cc(OC)c1OC (stereo unspecified)	x	x	-4%	1.0%	-0.2%	-3%	-9%	0.3%	6%	1%
CCOc1ccc(CCNC(=O)COC(=O)CCC(=O)c2cccs2)cc1OCC	1.3	53	-4%	-0.3%	-0.1%	0%	-8%	0.8%	-4%	-1%
Cc1noc(C)c1S(=O)(=O)N1CCCC(C(=O)Nc2nccs2)C1 (stereo unspecified)	-1.7	57	0%	-1.2%	-0.2%	-2%	3%	0.8%	-2%	15%
Cc1nc(-c2nnc(SCC(=O)Nc3ccc(Cl)cc3)n2C)cs1	1.3	47	-9%	1.3%	0.1%	5%	-14%	-0.4%	12%	3%
Cc1onc(-c2c(F)cccc2Cl)c1C(=O)N1CCOC12CCCCC2	-0.1	81	-1%	0.3%	-0.6%	0%	1%	-0.5%	-6%	1%
O=C(Nc1cccc(Cl)c1)Nc1nccs1	0.4	72	-16%	-1.8%	0.0%&-0.1%	3%&0%	-6%&-5%	1.8%&-2.5%	1%&3%	-11%&-1%	NS5 inhibitors pilot replicate=-9.9
COc1cccc(OCC(=O)NNC(=S)Nc2ccc(Cl)cc2Cl)c1	0.5	35	-2%	-0.2%	-0.1%	-7%	6%	8.6%	10%	6%
COc1ccc(NS(=O)(=O)c2cc(NC(=O)CC(=O)c3ccc([N+](=O)[O-])cc3)ccc2C)cc1	1.5	93	1%	-0.2%	0.5%	1%	34%	-0.5%	-9%	-5%
CCOc1ccc(/C=N\NC(=O)c2c(C)nc3cc(C)ccn23)cc1	2.0	71	-9%	0.3%	-0.3%	12%	1%	0.7%	-2%	-8%
CC(=O)Nc1nnc(CSCc2ccc(F)cc2)s1	-0.2	39	-8%	0.6%	0.0%	14%	-4%	-1.2%	0%	12%
COc1ccc(S(=O)(=O)N2CCCCCC2)cc1Br	x	x	-12%	0.4%	0.0%	-2%	-8%	-1.1%	6%	-1%
Cc1cccc2c(-c3ccccc3)cc(=O)[nH]c12	0.4	69	2%	3.4%	-0.4%	19%	-2%	0.9%	-2%	8%

The last 3 records of the section above lead into the next:
SMILES	NTR1 ag	NTR1 ag cell count 20 µM	NS5 inhibitors	K1F lysis inhibition	GPR55 beta-arrestin	Siah-1 displacement	AID2073	HIV peptide binding	GPR35 antagonists	GPR55 antagonists	others
CC(=O)Nc1nnc(CSCc2ccc(F)cc2)s1	-0.2	39	-8%	0.6%	0.0%	14%	-4%	-1.2%	0%	12%
COc1ccc(S(=O)(=O)N2CCCCCC2)cc1Br	x	x	-12%	0.4%	0.0%	-2%	-8%	-1.1%	6%	-1%
Cc1cccc2c(-c3ccccc3)cc(=O)[nH]c12	0.4	69	2%	3.4%	-0.4%	19%	-2%	0.9%	-2%	8%
COc1ccc(/C=N/n2c(C)cc(C)c(C(N)=O)c2=O)cc1	0.5	42	1%	1.6%[50 µM]	0.3%	3%	-2%	3.6%	7%	0%
COc1ccccc1/C=C1\SC(=S)N(N2C(=O)CCCC2=O)C1=O	6.1	74	0%	0.5%	0.7%	9%	-4%	-0.7%	4%	27%
CN=C1SC(C(=O)O)CC(=O)N1C (stereo unspecified)	-0.1	82	-2%	0.0%	-0.3%	-2%	2%	5.6%	-2%	13%
O=C(Nc1ccc(Br)cc1)c1cc(-c2ccc3c(c2)OCO3)on1	0.4	55	0%	0.1%	-0.2%	-1%	38%	1.6%	-3%	-9%
CC1=CC(C)(C)NC(=S)N1NC(=O)c1ccccc1Cl	0.6	50	-2%	0.1%	-0.1%	4%	6%	-0.7%	-4%	11%
O=C(NC1=NCCS1)[C@H](Cc1ccccc1)N1C(=O)c2ccccc2C1=O	-0.7	96	-3%	3.2%	0.3%	-2%	0%	-0.3%	-6%	11%
Cc1ccc(/C=C/C(=O)NC(=S)Nc2ccc(S(=O)(=O)Nc3cc(C)on3)cc2)cc1	-1.7	44	8%	-0.1%	-0.1%	21%	17%	15%	3%	3%
Cc1cc(-c2n[nH]c(=S)n2/N=C/c2ccc(Cl)c([N+](=O)[O-])c2)n[nH]1	-1.6	55	1%	10%	0.1%	-1%	-10%	-1.2%	5%	1%
Cc1c(NC(=O)NCc2ccccc2)c(=O)n(-c2ccccc2)n1C	0.8	63	-3%	7.7%	-0.1%	-6%	u	-1.3%	14%	-3%
O=C(O)C(Cc1c[nH]c2ccccc12)NS(=O)(=O)c1cccc2nsnc12 (stereo unspecified)	-1.4	47	4%	3.2%	-0.5%	-4%	2%	1.4%	9%	8%
O=C(O)c1ccccc1C(=O)Nc1ccc(Oc2ccccc2)cc1	-0.7	41	x	x	0.2%	1%	-3%	-0.5%	7%	-15%
O=C(C#Cc1ccccc1)Nc1ccc(F)cc1	3.3	51	6%	0.6%	-0.4%	9%	6%	1.0%	-4%	2%
Cc1cccc(-n2c(C)cc(C(=O)NC3CCCCC3)c2C)c1	-0.4	44	-3%	12%	-0.3%	-5%	-2%	-1.8%	28%	8%
CCCC(=O)Nc1nnc(SCC(=O)N2C(C)CCCC2C)s1 (stereo unspecified)	0.5	46	4%	0.1%	-0.1%	1%	6%	1.1%	4%	-4%
O=C(CSc1nc(-c2ccco2)cc(C(F)(F)F)n1)NCCCn1ccnc1	0.9	71	-1%	0.4%	-0.3%	2%	3%	-1.3%	9%	-6%
CCCCCOc1ccc(/C=C/C(=O)NCCc2nc3ccccc3[nH]2)cc1OC	6.5	97	-2%	0.3%	-0.2%	0%	8%	-2.8%	1%	-8%
Cc1ccc(S(=O)(=O)c2ccc([N+](=O)[O-])cn2)cc1	14	80	-38%	0.1%	-0.1%	3%	4%	-1.7%	22%	11%
O=C1C=C(c2ccc(Cl)cc2)OC2(CCCC2)O1	1.1	66	1%	3.1%	0.3%	-3%	-8%	-2.1%	-4%	16%
O=C1c2ccccc2NC2(CCCC2)N1NS(=O)(=O)c1ccccc1	0.2	96	x	x	1.1%	20%	12%	1.1%	0%	12%
CC(=O)Oc1cc(C)cc2oc(=O)cc(-c3ccccc3)c12	1.4	62	1%	0.1%	0.0%	3%	3%	-1.0%	5%	-6%	NS5 inhibitors pilot replicate=1.5
COc1cccc(CNC(=O)CCC2CCCN(c3cc(C)nc(N4CCCC4)n3)C2)c1 (stereo unspecified)	3.6	34	1%	-1.2%	0.3%	0%	10%	-0.6%	-8%	2%
COc1ccccc1NC(=O)CSc1nnc(COc2ccccc2C)o1	2.2	47	5%	0.2%	-0.1%	-4%	-7%	1.2%	-4%	-1%
CC(C)(C)C(=O)NCCN1C(=O)S/C(=C\c2ccc([N+](=O)[O-])cc2)C1=O	2.1	74	-4%	-0.1%	0.0%	6%	-5%	-2.3%	-4%	16%
Cc1cc(C(=O)CSc2nnc(Nc3ccccc3F)s2)c(C)n1CC1CCCO1 (stereo unspecified)	x	x	-2%	0.1%	0.1%	3%	-6%	-0.1%	-8%	2%
COc1ccc(NC(=O)c2cccn(CC=C(C)C)c2=O)cc1	2.0	53	-2%	0.4%	-0.3%	4%	-7%	0.1%	2%	28%
CCN(CC)CCCNC(=O)c1cc(Nc2ccc(OC)cc2OC)nc2ccccc12	-2.0	101	5%	0.0%	0.0%	-1%	-1%	1.8%	6%	14%
O=C(COC(=O)c1cc(Cl)cc(Cl)c1)NCCN1C(=O)CSC1=O	-0.9	36	2%	-1.2%	-0.3%	-8%	-1%	-1.2%	12%	6%
O=C(COc1ccccc1[N+](=O)[O-])Nc1ccc(NC(=O)c2cc3ccccc3o2)cc1	40*	48*	-5%	0.2%	0.0%	-2%	39%	-2.2%	15%	1%
CCc1nc(SCC(=O)Nc2sc(C)c(C)c2C(=O)OC)c2ccccc2n1	x	x	x	x	-0.1%	11%	12%	-2.4%	8%	25%
CCC(C)NC(=O)Cn1c(-c2ccccc2)cc(C(C)=O)c1C (stereo unspecified)	0.1	83	-9%	0.0%	0.2%	3%	8%	-2.2%	20%	9%
O=C(N/N=C/c1ccc(N2CCCC2)c([N+](=O)[O-])c1)c1cccnc1	3.4	52	8%	-0.8%	0.3%	0%	2%	-2.3%	-2%	-2%
CCNC(=O)C(=O)NCC1OCCCN1S(=O)(=O)c1ccc(F)cc1C (stereo unspecified)	-1.0	71	-4%	-0.1%[50 µM]	-0.1%	-4%	8%	-0.9%	0%	1%

Compounds were not picked by outcome. About 1.2% of those tested had a hit in this group.
